Screening results deposited in PubChem BioAssay by Fisher Drug Discovery Resource Center.
mcGAS RapidFire: inhibitors of Mus musculus cyclic GMP-AMP synthase, initial high-throughput assay, cell-free, RapidFire MS; Q8C6L5; 130,000 tested, 0.18% active; recombinant mouse cGAS, cGAMP by RapidFire MS; inhibition, % at 12.5 µM;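 active = inhibition of cGAS enzyme activity at or above 60%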;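 also: enzyme stimulated by 45 bp dsDNA with ATP and GTP substrates; cGAMP share of summed cGAMP plus half ATP and half GTP signals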
Target sequence (Q8C6L5 whole entry, looked up): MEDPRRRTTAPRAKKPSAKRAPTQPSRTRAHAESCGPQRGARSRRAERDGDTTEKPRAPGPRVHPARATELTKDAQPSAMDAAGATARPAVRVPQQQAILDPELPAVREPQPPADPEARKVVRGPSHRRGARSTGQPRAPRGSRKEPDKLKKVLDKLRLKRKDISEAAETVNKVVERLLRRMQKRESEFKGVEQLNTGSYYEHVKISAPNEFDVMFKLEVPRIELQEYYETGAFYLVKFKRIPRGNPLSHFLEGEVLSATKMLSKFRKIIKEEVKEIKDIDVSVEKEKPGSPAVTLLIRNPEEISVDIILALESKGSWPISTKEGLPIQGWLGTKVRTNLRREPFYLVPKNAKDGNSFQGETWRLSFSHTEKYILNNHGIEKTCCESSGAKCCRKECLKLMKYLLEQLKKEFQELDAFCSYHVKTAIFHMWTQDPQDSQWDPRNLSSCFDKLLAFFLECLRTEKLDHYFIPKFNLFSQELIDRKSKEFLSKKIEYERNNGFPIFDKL
Active calls of the source: *. Not all compounds are listed (hit frequency here may not be typical).

SMILES	mcGAS RapidFire
CCn1c(C2CCCN(Cc3coc(-c4ccccc4)n3)C2)nn(C)c1=O (centres undefined)	-28
COCCOc1ccc(C(F)(F)F)cc1NC(=O)c1ccoc1C	-17
CCC(NC(=O)Nc1cc(S(=O)(=O)N(C)C)ccc1C)c1ccc(C)cc1 (centres undefined)	6
CCOC(=O)N1CCN(C(=O)Cn2nnnc2CN2CCCC2)CC1	-1
COc1ccc(-c2nc(Cn3cc(Cl)c(=O)[nH]c3=O)co2)cc1	0
CCSCC(C)NCc1nc(-c2cccnc2)no1 (centres undefined)	-18
CCN(CC)CCn1cc(-c2cccc(O)c2)nn1	-6
CCC(C)NC(=O)c1cnc(N2CCN(c3ccccc3[N+](=O)[O-])CC2)nc1OC (centres undefined)	-8
Cc1cc2c(=O)n(C)c(SCC(=O)Nc3ccccc3F)nc2s1	2
Cc1cc(C)n(C2CCN(Cc3cn[nH]c3-c3ccc(F)cc3)C2)n1 (centres undefined)	-40
COc1cccc(CN2CC(C(=O)N(C)Cc3nc4ccc(F)cc4[nH]3)CCC2=O)c1 (centres undefined)	-10
CCOC(=O)c1ccccc1NC(=O)CSc1nc2[nH]ncc2c(=O)[nH]1	-7
CC1(C)Cc2ccccc2-c2nnc(C(F)(F)C(F)F)n21	1
COc1ccc(CN2CCN(Cc3cc(C(C)C)n[nH]3)CC2CCO)c(C)c1C (centres undefined)	-5
COCCCn1cc(C(=O)O)c2nn(-c3ccccc3)c(=O)c-2c1	-8
Cc1cc2c(o1)CC(C)(C)CC2NC(=O)NCc1ccccn1 (centres undefined)	2
O=C(CCc1ccc2c(c1)OCO2)N1CCN(c2ccccc2F)CC1	-7
CC(C)COC(=O)N1CCn2c(nnc2C(=O)N2CCOCC2)C1	-7
O=C1N(CCCc2ccccc2)CCCC12CCN(c1cnccn1)C2 (centres undefined)	-11
COc1ccc(-c2ccccc2NC(=O)C2CCCN(Cc3ccoc3)C2)cc1 (centres undefined)	-1

Entries listed so far with sulfur:
SMILES	mcGAS RapidFire
CCC(NC(=O)Nc1cc(S(=O)(=O)N(C)C)ccc1C)c1ccc(C)cc1 (centres undefined)	6
CCSCC(C)NCc1nc(-c2cccnc2)no1 (centres undefined)	-18
Cc1cc2c(=O)n(C)c(SCC(=O)Nc3ccccc3F)nc2s1	2
CCOC(=O)c1ccccc1NC(=O)CSc1nc2[nH]ncc2c(=O)[nH]1	-7

(continued)
SMILES	mcGAS RapidFire
O=C(CSc1nnc2ccccn12)Nc1c(Cl)c(Cl)cc(Cl)c1Cl	4
O=C(CCC(=O)N1CCc2ccccc2C1)NCc1ccncc1	0
O=S(=O)(NCc1cccc(I)c1)N1CCCCC1	-3
CC1(C(=O)O)Sc2[nH]c(=O)sc2C2c3ccccc3OC(=O)C21 (centres undefined)	-6
Cc1ccc(Cl)cc1NC(=O)C(c1cccc(F)c1)N1CCOCC1 (centres undefined)	-15
CCn1cc(NC(=O)c2cc(Cl)c(Cl)n2C)ccc1=O	0
O=S(=O)(c1ncn[nH]1)N1CCOCC1	16
Cc1occc1C(=O)NNC(=O)NC(C)c1ccc(Cl)cc1 (centres undefined)	3
O=C(NNS(=O)(=O)c1ccccc1Cl)c1cc2c(s1)CCCCC2	-15
Cc1onc(-c2ccccc2)c1C(=O)N1CCC(O)(CN(C)C)C1 (centres undefined)	-18
CCc1nc(C)ccc1OCC(=O)N1C[C@@H]2[C@@H]3CC[C@@H](C3)[C@@H]2C1	-30
C=C(C)Cn1c(=O)c2c(nc3n(CC4CCCO4)c(C)cn23)n(C)c1=O (centres undefined)	-10
CCOc1ncccc1C(=O)N(Cc1nccn1C)C1CC1	-13
CC(C)n1cc(C(=O)N2CCC(CO)(Cc3cccc(C(F)(F)F)c3)CC2)cn1	-6
Cc1ccccc1Cn1c(=O)c2c(nc3n(CCN4CCOCC4)c(C)cn23)n(C)c1=O	-6
CCSc1nnc(SCC(=O)c2cc(C)n(Cc3ccco3)c2C)s1	3
CCC(=O)N(Cc1ccc(Cl)cc1)C(C)CC (centres undefined)	-22
Cc1ccc(C2(O)CCN(Cc3ccccc3OCc3ccccc3)CC2)nc1	-25
Cc1ccsc1CCn1ccnc1-c1cnc(-c2ccccn2)nc1	-13
Cc1nn(CCC(N)=S)c2nc(-c3ccccc3)ccc12	-7
Cc1nonc1OCCNC(=O)c1cccc2ccnn12	-3
CC1=C(C(=O)NCCc2nc3c(s2)CCC3)C(c2nc[nH]c2C)NC(=O)N1 (centres undefined)	-10
COc1cccc(NC(=O)CCC2CCN(C(=O)Cc3cccc(F)c3)CC2)c1	-2
CCOC(=O)C1=C(C)NC(=O)NC1c1ccc(C)o1 (centres undefined)	-3
C(=Nc1nccs1)Nc1nccs1	-7
COc1ccc(C#N)cc1NC(=O)CC1(C(=O)O)CCCCCC1	10
COc1ccc(C(c2c(O)cc(C)n(Cc3cccnc3)c2=O)N2CCN(c3ccccc3)CC2)cc1 (centres undefined)	-7
Cc1cc(=O)n2c(n1)SCC2CC(=O)Nc1ccncc1 (centres undefined)	-11
Cn1cc(CNC2CC(=O)N(CCc3cccc(Cl)c3)C2)cn1 (centres undefined)	-8
COc1ccc(C)cc1NC(=O)c1ccc2c(c1)NC(=O)CO2	-8
OCC1(CCc2ccccc2)CCCN(C2Cc3ccccc3C2)C1 (centres undefined)	-10
O=C(c1ccccc1-c1ncc[nH]1)N1CC[C@@H](N2CCCCCC2)[C@H](O)C1	-44
CCOCCn1c(SCc2cccc(C)c2)nc2c1c(=O)[nH]c(=O)n2C	-4
O=C1NCC2(CCCN(C(=O)c3cc(-c4ccccc4)on3)C2)O1 (centres undefined)	-18
Cc1nc(C)c(C(C)NC(=O)c2cc(C3CC3)nn2C(C)(C)C)s1 (centres undefined)	-7
N#Cc1ccc(COC(=O)c2ccc3c(c2)SC2=NS(=O)(=O)CCN23)cc1	-8
CCS(=O)(=O)CC(C)N(C)c1ccnc2cc(F)ccc12 (centres undefined)	-1
C=CCn1c(=NC(=O)c2ccc(SC)cc2)sc2cc(S(C)(=O)=O)ccc21	-4
COCCS(=O)(=O)NC(c1ccccc1)C1CC1 (centres undefined)	-4
c1ccc(CNc2ncc(-c3nccn3CC3CCCCO3)cn2)cc1 (centres undefined)	0
C=CCNc1ccccc1C(=O)N(C)C1CCCCC1	-15
CCn1cc(NC(=O)NCCSc2c[nH]c3ccccc23)c2ccccc21	-2
CC(c1cccc(-c2ccc3nc(CO)[nH]c3c2)c1)N1CCCC1 (centres undefined)	-4
Cc1cccn2c(CNC3CSCCSC3)cnc12	-2
Cc1ccc(C2=Nc3nnnn3C(c3ccc(N(C)C)cc3)C2)cc1 (centres undefined)	12
Cc1nc(CNC(=O)c2coc(Cn3cnc4ccccc43)n2)cs1	-16
CCCCn1c(=O)c2cccnc2n2c3ccccc3nc12	0
CC(C(=O)NCCn1[nH]c(=O)ccc1=O)N1C[C@@H](C)O[C@@H](C)C1 (some centres undefined)	-18
O=C(NNS(=O)(=O)c1ccc2ncccc2c1)c1ccccc1F	-1
CC12CCC(C(=O)N(CSC(=S)N/N=C/c3ccccc3O)C1=O)C2(C)C (centres undefined)	-7
CSc1ccc(CN2CCC2(C)C(=O)Nc2cccc3cccnc23)cc1 (centres undefined)	-5
CCCCCCCCn1c(N2CCC(C(N)=O)CC2)nc2c1c(=O)[nH]c(=O)n2C	-6
CCCn1c(N2CCN(Cc3ccc(Cl)c(Cl)c3)CC2)nc2c1c(=O)[nH]c(=O)n2C	-7
CC(C)(O)C#Cc1ccc(CN2CC(c3ccncc3)C2)cc1	-18
COc1ccc(NC(=O)CCC2CCN(C(=O)c3cccnc3OC)CC2)c(OC)c1	-11
CC(C#N)c1nc2ccccc2n1C(F)F (centres undefined)	-1
Fc1cc(CN2CC(c3ccncc3)C2)ccc1C(F)(F)F	-6
CCOc1ccc(C(=O)CCC(=O)N2CCC[C@H]2C(=O)O)cc1C	-4
Cc1nnc(SCC(=O)N(c2ccccc2)C(C)C)n1-n1cccc1	-11
CCN(CC)c1ccc(/C=C2\SC(=S)N(NC(=O)c3ccc(OC)cc3)C2=O)cc1	-7

Two of these compounds in a different format:
CCOc1ccc(C(=O)CCC(=O)N2CCC[C@H]2C(=O)O)cc1C
  mcGAS RapidFire: -4

O=C(NNS(=O)(=O)c1ccc2ncccc2c1)c1ccccc1F
  mcGAS RapidFire: -1

Continued:
SMILES	mcGAS RapidFire
COC(=O)c1ccc(COC(=O)C(C)NC(=O)c2ccco2)o1 (centres undefined)	-3
O=C(CS(=O)(=O)c1ncc(C(F)(F)F)cc1Cl)N1CCCCCCC1	-10
CN(Cc1nc(-c2ccc(Cl)cc2)no1)C1CCOC1 (centres undefined)	0
O=c1[nH]cccc1NS(=O)(=O)c1ccc2c(c1)CCC2	9
Cc1ccc(NC(=O)CC(=O)NC(C)CCn2cccn2)cc1Cl (centres undefined)	-6
CC(NC(=O)COc1ccc(C(F)(F)F)cc1)c1cccc(F)c1 (centres undefined)	1
NS(=O)(=O)c1ccc(CNC(=O)c2cc(=O)c(OCc3ccccc3)co2)cc1	-6
CCc1cccc(NC2CC3CCC2C3)c1 (centres undefined)	-12
O=C(Nc1ccc([N+](=O)[O-])cc1)c1cc2ccccc2o1	-3
CC1CCCC(c2ccccc2)N1CCCN1CCOC1=O (centres undefined)	-31
O=C1c2cccc3cccc(c23)C(=O)N1CCCN(C(=O)c1ccccc1)c1ccccc1	6
COC(=O)[C@@H]1[C@H](C(=O)NCC2COc3ccccc3O2)[C@@H]2C=C[C@H]1C2 (some centres undefined)	-6
CC(c1cc2ccccc2[nH]1)N(C)C(=O)c1cnn2ccn(C)c12 (centres undefined)	-1
CCc1cc2c(SC(C)C(N)=O)ncnc2s1 (centres undefined)	-34
Clc1cccc(Cn2cnnc2-c2ccncc2)c1	12
Cc1ccc(/C=N\Nc2nncn2N)cc1	-17
CCCC(=O)Nc1nc2c(s1)CC(C)CC2 (centres undefined)	-7
O=C(NC1C2COCC1CN(CC1CC1)C2)C1(c2ccccc2)CC1 (centres undefined)	2
COc1ccccc1COCC(O)CN(C)C1CCS(=O)(=O)C1 (centres undefined)	-9
Cc1cc(C)cc(CSCC(=O)N2CCN3CCNC(=O)C3C2)c1 (centres undefined)	-7
CC(=O)c1ccc(S(=O)(=O)N(Cc2nnc(-c3ccccc3Br)o2)C2CC2)cc1	-5
N#C/C(C(=O)N1CCCCC1)=C1/SC=C(c2ccccc2)N1c1ccccc1	-34
COC(=O)CCCC(=O)N1CCC2(CCCN(CCC3CCCCC3)C2)C1 (centres undefined)	-7
Nc1nnc(SCC(=O)NC(CF)Cc2ccccc2)s1 (centres undefined)	-21
COC(=O)c1cc2n(n1)CCN(C(=O)Cc1ccc(O)c(Cl)c1)C2	-19
CCOC(=O)N1C2C=C(C)[C@@H]2[C@@H]2CC(=O)N21 (some centres undefined)	-7
O=c1[nH]c(Cc2cccs2)nc2c(Cl)cc(Cl)cc12	-9
O=C(/C=C/C(=O)N1CCCc2ccccc21)Nc1cccnc1	-1
O=C1CCC(C(=O)NNc2c(F)c(F)cc(F)c2F)=NN1	-21
CC(NC(=O)Cn1cnc2sc3c(c2c1=O)CCC3)c1cccs1 (centres undefined)	-4
O=C(c1ccccc1-c1ncc[nH]1)N1CCCC2(C1)C(=O)Nc1ccccc12 (centres undefined)	-60
C=CCn1c2ccccc2n2cc(-c3ccc(OC)cc3)nc12	0
Cc1cccc(-c2noc(CN(C)C(=O)C(C)(C)NC(=O)c3cccs3)n2)c1	-11
CN(C)CCNC(=O)c1cc2n(n1)CCN(S(=O)(=O)c1ccccc1)C2	-5
COc1ccc(OC)c(-c2csc(NC(=O)c3ccoc3)n2)c1	-2
CC(CO)(NC(=O)NCc1ccccn1)C1CCCCC1 (centres undefined)	-6
CCCN1CCCC1C(=O)N1CCCN(Cc2nccn2C)CC1 (centres undefined)	94*
COc1ccc(OC)c(-c2nc(N)sc2N=Nc2ccc(S(N)(=O)=O)cc2)c1	-3
Cc1nn(C)c(C)c1NC(=O)COc1cccc(C(F)(F)F)c1	-11
N=P(N1CCOCC1)(N1CCOCC1)C12CC3CC(CC(C3)C1)C2	-2

At a glance, 6 of the compounds above.
SMILES	mcGAS RapidFire
Cc1cccc(-c2noc(CN(C)C(=O)C(C)(C)NC(=O)c3cccs3)n2)c1	-11
CN(C)CCNC(=O)c1cc2n(n1)CCN(S(=O)(=O)c1ccccc1)C2	-5
COc1ccc(OC)c(-c2csc(NC(=O)c3ccoc3)n2)c1	-2
CC(CO)(NC(=O)NCc1ccccn1)C1CCCCC1 (centres undefined)	-6
CCCN1CCCC1C(=O)N1CCCN(Cc2nccn2C)CC1 (centres undefined)	94*
COc1ccc(OC)c(-c2nc(N)sc2N=Nc2ccc(S(N)(=O)=O)cc2)c1	-3

Shown as comma-separated lines: entries from further up
compound,mcGAS RapidFire
Cc1cccc(-c2noc(CN(C)C(=O)C(C)(C)NC(=O)c3cccs3)n2)c1,-11
Cc1nn(C)c(C)c1NC(=O)COc1cccc(C(F)(F)F)c1,-11

Following part
SMILES	mcGAS RapidFire
Fc1cccc(CC2CN(Cc3cn[nH]c3-c3ccccc3)CCO2)c1 (centres undefined)	-3
Cc1cc(CS(=O)Cc2c(F)cccc2Cl)no1 (centres undefined)	-12
CCN(CC)Cc1cnc2c(C(=O)N3CCc4sccc4C3)cnn2c1	-15
O=C(CN1CCN(Cc2ccc(Br)cc2F)CC1)N1CCSCC1	-11
c1ccc2c(c1)nc(NCC1CCCO1)c1nnnn12 (centres undefined)	-9
CN(Cc1cc(-c2ccccc2)no1)Cc1cccc2nonc12	-16
CC1Oc2cc(Cl)ccc2N(c2ccccc2)C1=O (centres undefined)	-9
Cc1cc(C(F)(F)F)cc(N(C)CCn2cc(C(=O)N3CCCCC3)nn2)n1	-7
O=C(NC(=C(Cl)Cl)S(=O)(=O)c1ccc(Br)cc1)c1ccccc1	-11
Cc1c2cccn2cc[n+]1CC(=O)c1ccccc1	-3
CNC(=S)NNc1c(Cl)cc(Cl)cc1Cl	-3
